# Hck-Nef inh: inhibitors of Nef-activated human Hck kinase, primary screen, biochemical, Z-Lyte FRET, 384-well, Hck-YEEI. 220,000 compounds, 0.68% hits. Recombinant Hck-YEEI plus Nef, Z-Lyte FRET kinase assay. Tyrosine-protein kinase HCK (Homo sapiens), P08631. inhibition, % at 20 µM;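 active = Hck-Nef kinase inhibition above about 50%, limit read from the data; inactive = inhibition below that limit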;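 also: 0% = DMSO with Hck plus Nef and 100% = Hck alone without Nef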
# Runt-SMMHC FRET: inhibitors of RUNX1 Runt–CBFb-SMMHC binding, primary screen, biochemical, FRET, Cerulean-Runt, Venus-CBFb-SMMHC, uHTS; Runt-related transcription factor 1 (Homo sapiens) + Core-binding factor subunit beta …; Cerulean-Runt/Venus-CBFb-SMMHC FRET ratio 530/480, 1 h; inhibition, % at 20 µM; 220,000 compounds, 0.74% hits; AID 1434, 2008;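 active = mean inhibition across duplicate retests at 20 µM reaching about 50%, limit read from the data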;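 also: 0% = DMSO wells and 100% = wells with excess untagged CBFb-SMMHC; inhibitors lower the FRET ratio by blocking Runt binding to CBFb-SMMHC; some results filed as inactive read as strong as hits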
# FXIa inh 1536: human FXIa protease inhibitors, primary screen, biochemical, 1536-well; purified FXIa, Boc-Glu-Ala-Arg-AMC fluorogenic substrate; inhibition, % at 5 µM; 220,000 compounds, 0.14% hits; AID 798, 2007;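 active = inhibition of at least 40%; inactive = inhibition below 40%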;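 also: fluorescence of freed AMC excited at 355 nm; 0% = enzyme without compound and 100% = no enzyme blank; many of its hits are not listed in these tables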
# Target sequence (P03951 19-387 limits assumed): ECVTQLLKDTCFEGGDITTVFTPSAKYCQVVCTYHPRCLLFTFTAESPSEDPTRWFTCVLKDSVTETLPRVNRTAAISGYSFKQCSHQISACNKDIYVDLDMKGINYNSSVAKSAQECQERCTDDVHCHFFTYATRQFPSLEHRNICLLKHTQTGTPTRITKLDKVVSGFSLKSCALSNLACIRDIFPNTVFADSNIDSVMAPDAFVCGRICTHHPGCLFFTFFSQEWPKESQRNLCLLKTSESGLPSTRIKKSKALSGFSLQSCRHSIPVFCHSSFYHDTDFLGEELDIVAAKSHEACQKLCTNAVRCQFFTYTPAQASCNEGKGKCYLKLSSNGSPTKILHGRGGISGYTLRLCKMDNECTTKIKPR
# Target sequence (P03951 388-625 limits assumed): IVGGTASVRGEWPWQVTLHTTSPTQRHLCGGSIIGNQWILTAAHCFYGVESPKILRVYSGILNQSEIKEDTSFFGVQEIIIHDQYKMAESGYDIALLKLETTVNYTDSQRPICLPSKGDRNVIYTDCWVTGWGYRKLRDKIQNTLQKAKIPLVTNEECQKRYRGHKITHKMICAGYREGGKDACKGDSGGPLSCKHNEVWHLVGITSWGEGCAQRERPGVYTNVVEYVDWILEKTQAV
# 14-3-3 Bad PPI: inhibitors of 14-3-3 zeta/Bad binding, primary screen, biochemical, TR-FRET, bovine 14-3-3 zeta. 14-3-3 protein zeta/delta (Bos taurus), P63103. TR-FRET 14-3-3zeta/Dy647-pBad peptide displacement, 1 h. inhibition, % at 21.7 µM. 220,000 compounds, 0.71% hits;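 active = inhibition above about 70%, limit read from the data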;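 also: 0% = full 14-3-3 plus peptide FRET controls and 100% = background without 14-3-3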
# Target sequence (P63103 whole entry, looked up): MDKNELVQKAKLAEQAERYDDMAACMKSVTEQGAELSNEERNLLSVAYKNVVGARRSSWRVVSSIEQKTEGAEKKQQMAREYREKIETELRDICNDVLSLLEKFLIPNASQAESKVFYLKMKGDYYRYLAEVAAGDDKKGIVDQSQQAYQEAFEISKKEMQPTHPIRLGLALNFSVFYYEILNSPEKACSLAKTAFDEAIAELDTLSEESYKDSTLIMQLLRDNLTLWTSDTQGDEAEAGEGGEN
# FXIIa inh: human FXIIa protease inhibitors, primary screen, biochemical, 1536-well; purified FXIIa, Boc-QGR-AMC fluorogenic substrate, 2 h; Coagulation factor XII (Homo sapiens), P00748; inhibition, % at 5 µM; 220,000 compounds, 0.3% hits; in the data active = inhibition above about 40%;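 also: 0% = enzyme with no compound and 100% = blank without enzyme; many of its hits are not listed in these tables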
# thrombin 1536: human alpha-thrombin inhibitors, primary screen, counter-screen for coagulation protease inhibitor project, biochemical, 1536-well, fluorogenic AMC substrate; 220,000 compounds, 0.26% hits; Boc-VPR-AMC fluorogenic substrate cleavage; Prothrombin (Homo sapiens), P00734; AID 1046, 2008; inhibition, % at 5 µM;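 active = inhibition at or above 40%; inactive = inhibition below 40%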;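 also: 0% = enzyme with no compound and 100% = wells without enzyme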
#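 Material: human alpha-thrombin protein; Also added: Boc-VPR-AMC substrate, 15 µM final; Timing: enzyme reaction carried out at room temperature; Signal: fluorescence, ex 355 nm, em 460 nm; Measure: % inhibition of thrombin; Controls: enzyme without compound as high, wells lacking enzyme as low.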
# hK5 inh: human KLK5 protease inhibitors, primary screen, biochemical, 1536-well. 210,000 compounds, 0.59% hits. AID 873, 2007. inhibition, % at 5 µM. Kallikrein-5 (Homo sapiens), Q9Y337. recombinant hK5, fluorogenic AMC substrate cleavage;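 active = inhibition of 40% or more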;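 also: 0% = enzyme controls without compound and 100% = no-enzyme blanks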
# Runt-CBFb FRET: inhibitors of RUNX1 Runt–CBFb binding, primary screen, biochemical, FRET, Cerulean-Runt, Venus-CBFb, uHTS. Runt-related transcription factor 1 (Homo sapiens) + Core-binding factor subunit beta …. Cerulean-Runt/Venus-CBFb FRET ratio 530/480, 1 h. inhibition, % at 20 µM. 220,000 compounds, 0.46% hits. AID 1496, 2009;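 active = inhibition over about 50% at 20 µM in the single-dose screen, limit read from the data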;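 also: 0% = DMSO wells and 100% = excess unlabeled CBFb competitor control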
#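 Measured by: fluorescence energy transfer, 422 nm excitation, 530/480 nm emission; test system: Cerulean-tagged RUNX1 Runt domain (FRET donor) fusion protein; buffer or medium: Tris pH 7.5 buffer with BSA; compound: one dose, 20 µM compound, 1% DMSO; times: two 1 h room-temperature incubations shielded from light; benchmarks: unlabeled CBFb 5 µM, positive control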
# Wee1 stabilizer: Wee1 degradation inhibitors, primary screen, cell-based, HeLa, Wee1K328M-luciferase, luminescence. reporter increase, % at 5 µM. HeLa Luc-Wee1K328M stability; 100% = proteasome inhibitor MG132 effect. 220,000 compounds, 1.2% hits. Wee1-like protein kinase (Homo sapiens), P30291;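 active = activation above the mean of all tested compounds plus 3 SD, set per screening run, cut at about 8.8% in these data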;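 also: cells exposed to compound for 20 h before luminescence read; 0% = DMSO alone and 100% = MG132 at 30 µM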
# Numbers without * were called inactive; · = not tested or not shown; [ ] = remark or other dose. No enrichment for hits; 4.2% or so of the library scored in one or more.
SMILES,Hck-Nef inh,Runt-SMMHC FRET,FXIa inh 1536,14-3-3 Bad PPI,FXIIa inh,thrombin 1536,hK5 inh,Runt-CBFb FRET,Wee1 stabilizer
CCN(CC)S(=O)(=O)c1cc(NS(=O)(=O)c2ccc(Cl)c(C(=O)O)c2)ccc1C,-5.9,-3.5,0.3,5.2,3.9,-1.0,1.8,2.2,0.1
CCS(=O)(=O)N1CCC(C(=O)NCCc2ccc(C)cc2)CC1,-1.8,1.4,5.3,-1.9,14.6,1.4,-23.9,3.4,-3.1
Cc1cccc(OCCCC(=O)O)c1,0.3,2.7,6.4,4.0,6.4,-2.2,2.9,1.0,-0.9
O=C(c1ccccc1Cl)N1CCC(n2cccc2)CC1,4.8,-7.0,0.8,-9.3,4.2,-5.5,-2.8,-0.3,1.1
CCc1c(O)cc2n(c1=O)-c1ccc(Cl)cc1C2(C)C,1.9,-1.2,2.7,6.9,7.5,-2.5,-5.4,-2.4,-0.4
O=C(NCc1ccncc1)c1cccc(Cn2cc(Br)cn2)c1,-0.4,1.6,-5.6,12.5[fluorescence artefact?],-0.4,-2.5,-4.5,-1.9,-0.3
CCNC(=O)CC1SC(=Nc2ccc(C)cc2)N(CC)C1=O (stereo not given),-1.0,1.2,-7.1,-14.2,13.6,-6.2,6.4,1.4,0.1
CCN(CC)S(=O)(=O)c1ccc2[nH]c(=O)cc(C(=O)Nc3cccc(C(C)=O)c3)c2c1,22.5,3.8,-1.4,-23.8,8.1,-0.8,-0.3,0.2,1.8
COC(=O)C1=C(C)NC2=C(C(=O)c3ccccc32)C1c1ccc(-c2ccc(C(=O)O)cc2)o1 (stereo not given),7.1,-20.4,-2.3,-12.3[fluorescence artefact?],0.6,-4.0,-3.2,23.0,-2.3
CCn1cc(S(=O)(=O)CC(=O)Nc2ccc3c(c2)OCO3)c2ccccc21,30.7,-2.3,0.6,-5.9,10.5,-3.8,-0.3,1.3,·
COc1ccc2nc(NC(=O)CS(=O)(=O)Cc3ccccc3)sc2c1,19.0,-4.5,-0.8,-4.4,10.0,-3.0,12.5,1.2,-3.6
Cc1cccc(-n2ncc3c(N4CCC5(CC4)OCCO5)ncnc32)c1,24.0,-0.7,5.1,0.3,12.6,-0.7,3.3,3.0,·
Clc1ccc(C2CSc3c4ncnc-4ncn32)cc1 (stereo not given),-9.9,1.1,18.5,-5.5,35.5,7.5,46.0*,2.1,4.1
COC(=O)c1ccc(-c2ccc(C(=O)N3CCCN(C)CC3)cc2)cc1,-4.4,-3.0,-10.6,9.4,3.7,-5.5,-9.8,-1.1,1.0
CC(=O)Nc1ccc(SCC(=O)N(C)C2CCS(=O)(=O)C2)cc1 (stereo not given),29.3,4.7,-0.7,-2.2,2.2,-9.4,0.8,2.2,1.1
NC(=O)CSc1nnc(COc2ccccc2)n1Cc1ccco1,11.4,-2.3,3.1,-6.1,8.1,·,-0.2,3.6,1.0
CSCCC(NC(=O)c1cccc([N+](=O)[O-])c1)C(=O)O (stereo not given),3.1,1.8,5.8,-4.1,10.0,3.8,-2.5,1.2,-1.4
N#Cc1ccc(-c2csc(NNC(=O)c3ccccc3)n2)cc1,1.5,-0.7,-10.3,-6.2,-8.1,-6.3,-11.2,10.4,0.3
CCN1CCN(c2cc(SC(C)C)nc(-c3ccc(OC)cc3)n2)CC1,-1.1,-3.9,0.1,71.1*[fluorescence artefact?],-0.2,-6.6,-5.8,-5.2,-0.2
CCCCSc1nc(NCc2ccco2)c2c3c(sc2n1)COC(C)(C)C3,-2.1,-3.7,-1.1,-4.9,-14.1,-10.1,0.4,-3.5,0.3
O=C(O)CCC(CNS(=O)(=O)c1ccccc1)C(F)(F)F (stereo not given),19.3,-0.4,-6.6,-0.1,9.7,-10.9,-7.4,-0.6,-2.2
CC(=O)c1ccc(OCC(O)CN2CCN(CCN3C(=O)c4cccc5cccc(c45)C3=O)CC2)cc1 (stereo not given),3.2,1.4,-2.5,-23.5[fluorescence artefact?],3.0,-5.5,-15.5,-3.2,3.3
O=C(NCCNS(=O)(=O)c1ccccc1Cl)c1cc(OCC(F)(F)F)ccc1OCC(F)(F)F,-0.4,2.6,-12.8,-10.3,-11.8,-3.6,-12.4,-3.6,-1.1
CC1(C)NC(=O)N(CCCCOc2ccc(Cl)cc2)C1=O,1.8,-1.3,3.7,-0.4,-12.3,2.6,-6.2,2.2,3.1
COc1cc(C2Nc3cc(Cl)c(S(N)(=O)=O)cc3S(=O)(=O)N2)cc(OC)c1OC (stereo not given),0.8,-0.2,-0.1,4.8,13.6,0.8,-24.4,-0.8,11.6*
CC(=O)NCC(=O)N(C)C(C(=O)Nc1ccc2c(c1)OCCO2)c1ccccc1 (stereo not given),-0.6,3.8,2.1,6.4[fluorescence artefact?],5.2,3.0,11.8,1.3,-2.1
CN1CCCN(C(=O)/C=C/c2ccc(F)cc2)CC1,1.4,-1.1,-0.1,5.7[fluorescence artefact?],10.4,-9.3,-9.0,2.4,4.2
O=C(Cc1ccccc1)Nc1cccc(C(=O)O)c1O,7.7,-3.6,-1.5,8.2,2.0,-5.9,·,0.0,-0.5
CCc1c(C)nn(C(=O)/C(C#N)=C\N(C)C)c1C,-1.1,0.3,-3.1,-18.3,8.2,3.4,-5.4,0.4,1.9
CCOCCc1nnc(NC(=O)c2cc(OC)c(OC)c(OC)c2)s1,-0.6,-0.2,-2.5,5.5,-1.0,-2.5,10.1,0.4,-2.7

# The list goes on; it opens with the 3 that closed the last part.
SMILES,Hck-Nef inh,Runt-SMMHC FRET,FXIa inh 1536,14-3-3 Bad PPI,FXIIa inh,thrombin 1536,hK5 inh,Runt-CBFb FRET,Wee1 stabilizer
O=C(Cc1ccccc1)Nc1cccc(C(=O)O)c1O,7.7,-3.6,-1.5,8.2,2.0,-5.9,·,0.0,-0.5
CCc1c(C)nn(C(=O)/C(C#N)=C\N(C)C)c1C,-1.1,0.3,-3.1,-18.3,8.2,3.4,-5.4,0.4,1.9
CCOCCc1nnc(NC(=O)c2cc(OC)c(OC)c(OC)c2)s1,-0.6,-0.2,-2.5,5.5,-1.0,-2.5,10.1,0.4,-2.7
O=C(Cn1cccc1C(=O)c1ccccc1)NCc1cccnc1,0.7,-1.1,-2.6,-8.6,9.6,-10.9,-62.7,-1.9,-0.5
Cc1c(NC(=O)Cc2ccccc2)cccc1C(=O)NN1C(=O)c2ccccc2C1=O,1.5,-0.2,-2.9,-0.9,2.2,-10.3,-5.7,2.0,2.1
Cc1cc(NS(=O)(=O)c2ccc(Cl)cc2)nn1CC(=O)NCc1ccco1,4.2,-6.4,-9.0,1.1,-0.8,-7.1,-3.2,-0.6,-1.6
CCn1c(SC)nnc1-c1sc2cc(Cl)ccc2c1Cl,6.6,-0.9,-0.5,5.6,-0.5,-3.6,8.8,-0.7,6.8
Cc1ccc(S(=O)(=O)O/N=C2\CCCc3ccccc32)cc1,3.2,-0.9,3.3,35.6,-11.0,-2.7,-8.3,1.1,-1.8
COc1cccc(OCC(O)CN2CCN(c3ncccn3)CC2)c1 (stereo not given),3.4,-6.6,-0.3,-2.4,4.0,-10.0,-13.2,1.3,1.0
CC1CCCC(C)N1C(=O)Cn1c(=O)sc2ccccc21 (stereo not given),-0.3,0.8,-8.5,3.0[fluorescence artefact?],-0.8,-3.8,21.0,1.7,·
Cc1ccc(Cn2nc(C)c(NC(=O)c3cc(C)no3)c2C)cc1,3.4,-3.7,4.3,6.0,13.2,-4.1,-4.4,1.7,-3.4
Cc1cc(C)c2sc(NNC(=O)c3ccc(S(=O)(=O)N4CCc5ccccc5C4)cc3)nc2c1,-3.6,-2.6,-0.1,-7.8[fluorescence artefact?],4.0,2.4,-79.9,-0.1,0.1
C=C(C)CN1C(=O)C(O)(CC(=O)c2ccc3c(c2)OCCO3)c2ccccc21 (stereo not given),6.7,2.4,1.5,5.1,15.1,0.4,-14.8,0.4,1.9
O=C(CSc1nnc(-c2cccnc2)n1Cc1ccccc1)NCc1ccco1,1.2,0.1,-7.2,-5.6[fluorescence artefact?],-1.0,-6.5,1.0,-1.1,-2.4
C[N+]12CCC(CC1)C(OC(=O)C(O)(c1ccccc1)c1ccccc1)C2 (stereo not given),-1.1,1.3,-1.9,1.2,9.4,-1.4,-10.5,-1.9,-3.7
O=C(CSc1nc2ccc([N+](=O)[O-])cc2s1)c1ccc2ccccc2c1,15.6,-1.4,-5.0,-5.2,-0.9,-12.6,-7.7,3.3,-1.5
O=C(c1ccccc1)c1cc2ccc(O)cc2oc1=O,69.3*,174.0*,8.2,-2.7,24.8,3.4,0.0,·,-2.6
COC(=O)c1cccc(S(=O)(=O)N(Cc2ccco2)Cc2cc3cc(OC)c(OC)cc3[nH]c2=O)c1,-1.9,-32.5,-12.7,-2.8,2.8,-3.9,-36.0,-149.9,-2.8
CCCCC1(C)OC(=O)C(=Cc2c[nH]c3ccccc23)C(=O)O1 (stereo not given),18.3,-26.5,4.8,11.3,12.6,-5.5,4.1,-15.7,-0.5
O=C(Oc1ccnc2cc(Cl)ccc12)N1CCOCC1,1.4,-5.0,-15.7,-7.7,4.6,-3.3,-5.8,-1.9,-1.3
Cc1ccc2c(COn3nnc4ccc(S(=O)(=O)N(C)C)cc43)cc(=O)oc2c1C,2.7,-2.8,-16.7,1.8[fluorescence artefact?],7.0,-1.6,-29.9,-2.1,-0.9
COc1ccc(N/N=C(/C#N)S(=O)(=O)c2nsc(C)c2C#N)cc1,2.4,-3.8,-1.2,46.9,9.4,0.2,0.1,0.6,-1.2
Cc1nnc(SCC(=O)N2CCc3ccccc3C2)s1,-1.1,-2.2,5.7,-7.3[fluorescence artefact?],16.9,7.7,16.7,0.6,-1.2
CSc1ccc(Cl)c(C(=O)NC2CCCC2)c1,-12.3,-1.0,1.1,-8.2,13.5,-7.5,-12.7,-0.4,1.3
Cc1ccnc(NS(=O)(=O)c2ccc(NC(=O)C3COc4ccccc4O3)cc2)n1 (stereo not given),8.0,0.3,13.9,6.1,11.4,0.2,2.7,-2.8,2.2

# Screening data: PubChem, several laboratories
